# RECQ1 inh: inhibitors of human RECQ1 DNA helicase; P46063; RECQ1 DNA unwinding, red fluorescence kinetic read; Potency, µM (top dose mostly 57.3 µM), for inactives: at the top dose activity, negative = inhibition, hits mostly inhibitors; 240,000 tested, 0.54% active; AID 2549;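 also: plate controls were vehicle for no effect and no enzyme for full effect; nearly all actives have a fitted effect of over 30% in size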
#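 RECQ1T1 50 nM; forked duplex (20 bp + 30-nt ss tails) 200 nM, ATP 2 mM final; pH 8.0, 2 mM MgCl2, 2.5 ug/ml poly(dI-dC); 15 min compound preincubation; discontinuous kinetic read over 2 h at RT.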
# Tau ThT inhib: blocks human tau fibril formation measured by thioflavin T | P10636 | recombinant tau K18 P301L, heparin-induced fibrillization, ThT fluorescence | Potency, µM (top dose mostly 57.4 µM), for inactives: at the top dose activity, negative = inhibition, most hits filed as inhibitors | 270,000 tested, 2.1% active; also: nearly all actives have a fitted effect of over 55% in size
#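 ThT emission at 510 nm, taken 1 hr after adding 30 uM dye, quantifies aggregates formed when 20 uM heparin acts on human tau K18 P301L for 6 hr at 37 C.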
# Tau FP inhib: tau fibrillization inhibition (FP); P10636; AID 1468; K18 P301L tau heparin fibrillization, Alexa594 FP, 6 h; 280,000 tested, 0.39% active; Potency, µM (highest dose often 57.7 µM), for inactives: at the top dose activity, negative = inhibition, usual class: inhibitors; also: nearly all actives have a fitted effect of over 55% in size
#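 FP of Alexa 594-tau after heparin (20 uM) induction. Substrate: human K18 P301L, 15 uM unlabeled, 0.24 uM labeled. Buffer 100 mM sodium acetate pH 7. 6 hr, 37 C.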
# L3MBTL1 inh: blocks human L3MBTL1 | AlphaScreen L3MBTL1–H3K9me1 peptide binding | Q9Y468 | Potency, µM (highest dose often 57.1 µM), without a hit: top-dose activity, negative = inhibition, hits mostly inhibitors | AID 485360 | 230,000 tested, 0.66% active; also: nearly all actives have a fitted effect of over 60% in size
#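 First, the protein-peptide complex forms for 30 min at room temperature (L3MBTL1 50 nM, biotinylated H3K9me1 peptide 75 nM). Next, compounds are pin-transferred and incubated 30 min. Finally, AlphaScreen beads are added and read after 30 min.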
# GoLoco inh red: inhibitors of human Gai1-RGS12 GoLoco interaction (red fluorophore). P63096. Gai1:RGS12 GoLoco peptide FP, rhodamine, 10 min. Potency, µM (titrated, usually from 61.6 µM), inactives show at the highest dose activity, negative = inhibition, usual class: inhibitors. 230,000 tested, 0.44% active. AID 880; active = well fitted inhibition curve with a large enough effect, not every such curve was filed as active; inactive = no such curve, though single readings can be large or run the other way; also: nearly all actives have a fitted effect of over 30% in size; many of its hits are not listed in these tables
# TexasRed fluor: counter-screen for TRb-SRC2 inhibitors: fluorescence interference. Potency, µM (doses to about 106 µM), without a hit: at the highest dose fluorescence change, negative = quenching. AID 1479. TRb/SRC2 Texas Red total fluorescence interference. 280,000 tested, 0.29% active; active = well fitted curve in either direction with a large enough effect; inconclusive = small, poorly fitted or top-dose-only effect
#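 Flags fluorescent or light-absorbing compounds by total fluorescence, S + 2P, at 555 nm excitation and 632 nm emission. Mixture: 20 nM Texas Red SRC2 peptide, 0.6 uM human TRb LBD, 1 uM T3, 5% DMSO; compound exposure 5 h at ambient temperature.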
# TRb-SRC2 inh: inhibitors of human thyroid hormone receptor beta-SRC2 interaction. 280,000 tested, 0.065% active. Potency, µM (series often up to 106 µM), without a hit: at the highest dose activity change, negative = inhibition, most hits filed as inhibitors. TRbeta-SRC2 peptide binding, fluorescence polarization; receptor liganded with 1 µM T3;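 also: plate controls were bound peptide for no effect and peptide without receptor for full effect; nearly all actives have a fitted effect of over 50% in size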
#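 Fluorescence polarization of 20 nM Texas Red SRC2 peptide with 0.6 uM human TRb ligand-binding domain, in Tris buffer with 1uM T3 and 5% DMSO. Incubated 5 hr ambient; normalized to unbound and bound controls.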
# KDM4E inh: inhibitors of human JMJD2E histone demethylase | Potency, µM (series often up to 57.1 µM), without a hit: at the highest dose activity change, negative = inhibition, usual class: inhibitors | 230,000 tested, 1.6% active | AID 2147 | JMJD2E catalytic domain, FDH-coupled NADH fluorescence (FDH is formaldehyde dehydrogenase); active = well fitted inhibition curve with a large enough effect, not every such curve was filed as active; inconclusive = small, poorly fitted or top-dose-only effect, or another doubt; inactive = no such curve, though single readings can be large or run the other way;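 also: 0% = wells with enzyme and -100% = buffer wells without enzyme; nearly all actives have a fitted effect of over 50% in size; many of its hits are not listed in these tables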
# Numbers without * were called inactive; i = inactive; u = inconclusive; x = no result given; & = joins results of further samples; [ ] = remark or other dose. Unless noted, calls follow the shape of the dose curve; as a rule, active = well fitted curve in the direction sought with a large enough effect; inconclusive = small, poorly fitted or top-dose-only effect, or another doubt; inactive = no such curve, though single readings can be large; an effect the other way counts as inactive or inconclusive. Unless noted, % is scaled to controls: 0 for no effect and ±100 for the full control effect; potency is read from the fitted curve at half-maximal effect. The list is partial; the hit share may differ from the screen's.
1: O=C(Cn1c(=O)n(Cc2ccco2)c(=O)c2oc3ccccc3c21)Nc1ccccc1
2: C1COC(NC(C2CC2)C2CC2)=N1
3: CC(O)CNC(=O)C(=O)Nc1c2c(nn1-c1ccc(Cl)cc1)CSC2 (stereo unspecified)
4: C[N+]1(C)CCC(=C(c2ccccc2)c2ccccc2)CC1
5: Cc1ccc(N(CC2=NCCN2)c2cccc(O)c2)cc1
6: CNC1C(O)C2OC3OC(C)CC(=O)[C@@]3(O)O[C@H]2[C@H](NC)C1O (stereo partly specified)
7: Oc1ccc2c(c1)OCC1(O)Cc3cc(O)c(O)cc3C21 (stereo unspecified)
8: CC1O[C@@H](O[C@H]2C(Oc3cc(O)c4c(=O)cc(-c5ccc(O)cc5)oc4c3)OC(CO)C(O)C2O)C(O)C(O)C1O (stereo partly specified)
9: CN1CCO[C@H](c2ccccc2)c2ccccc2C1
10: Oc1ccc(C2CNCCc3c2cc(O)c(O)c3Cl)cc1 (stereo unspecified)
Screen / compound no.,1,2,3,4,5,6,7,8,9,10
GoLoco inh red,x,10.8%,x,190.1%[activator][21.6 µM],10.2%,0.9%,-165.0%,6.4%,6.7%[21.6 µM],2.4%&-12.8%
L3MBTL1 inh,x,6.5%,x,5.6%,-2.7%&7.1%&12.2%,x,x,x,x,-5.1%
Tau ThT inhib,18.5%,u,-11.7%,x,u,-1.7%,22.4µM*,-16.1%,x,u
KDM4E inh,x,u,x,-3.7%[25.5 µM],u,3.6%,14.1µM*,-3.1%,2.9%[25.5 µM],u
TRb-SRC2 inh,2.2%,-3.2%,-13.3%,2.9%[53 µM],8.1%,5.0%,u,-2.4%,0.1%[53 µM],-6.8%&5.1%
Tau FP inhib,u,5.3%&2.2%&-1.2%&8.2%,-8.5%,x,16.6%&12.2%&-3.1%&1.1%&-2.6%&-4.9%&4.3%&-7.6%,-2.6%,u,-3.3%,x,-8.8%&6.6%
RECQ1 inh,x,-7.7%,x,-8.5%[25.9 µM],-1.1%,-8.1%,-3.3%,8.8%,-0.1%[25.9 µM],22.4µM*
TexasRed fluor,-1.9%,-0.8%,-0.6%,-0.7%[53 µM],-2.3%,-2.1%,u,-11.1%,-1.7%[53 µM],2.6%&-0.9%

11: COc1ccc(CC(=O)Nc2c(C(=O)N3CCN(c4ccccc4F)CC3)oc3ccccc23)cc1OC
12: NOCC(=O)O
13: O=C(CSc1nc2ccccc2n1Cc1cccc(Cl)c1)N1CCN(c2ccc(F)cc2)CC1
14: CCCCNc1ccc(C(=O)OCCOCCOCCOCCOCCOCCOCCOCCOCCOC)cc1
15: C=C1c2cccc(O)c2C(O)=C2C(=O)[C@]3(O)C(O)=C(C(N)=O)C(=O)C(N(C)C)C3C(O)C12 (stereo partly specified)
16: C[C@@H](C(=O)O)c1ccc(C(=O)c2cccs2)cc1
17: CC=CC1=C(C(=O)O)N2C(=O)[C@H](NC(=O)[C@H](N)c3ccc(O)cc3)[C@@H]2SC1
18: CN(C)CCCC1(c2ccc(F)cc2)OCc2cc(C#N)ccc21 (stereo unspecified)
19: COc1ccc(Cn2c(SCc3ccc(C(=O)NC4CCCC4)cc3)nc3ccncc32)cc1
20: COc1ccc(-c2cn3cccnc3n2)cc1NC(=O)c1cc(C)cc(C)c1
Screen / compound no.,11,12,13,14,15,16,17,18,19,20
GoLoco inh red,x,-18.6%,x,4.5%[21.6 µM],-14.8%,10.0%[21.6 µM],-0.4%,2.0%&7.7%&18.1%,x,x
L3MBTL1 inh,x,18.8%,x,-2.6%,x,x,x,-4.1%,x,x
Tau ThT inhib,-16.3%,1.1%,u,x,u,x,22.4µM*,-13.1%&-1.4%&-1.1%,-5.6%,-19.3%
KDM4E inh,x,-8.9%,x,-1.0%[25.5 µM],8.91µM*,-0.3%[25.5 µM],x,-4.5%&0.1%&0.3%,x,x
TRb-SRC2 inh,4.3%,-1.6%,5.6%,-1.7%[53 µM],11.4%,-9.6%[53 µM],-1.8%,-1.3%&4.7%&2.1%,-2.2%,-0.4%
Tau FP inhib,4.0%,-1.7%,-0.8%,x,-4.9%,x,u,1.2%&-4.2%&2.6%,-1.0%,-0.2%
RECQ1 inh,x,i,x,-17.7%[25.9 µM],8.91µM*,-7.2%[25.9 µM],i,-12.9%&-9.3%&-0.7%,x,x
TexasRed fluor,-0.2%,u,10.3%,-0.6%[53 µM],39.8µM*[quencher],-2.1%[53 µM],-2.8%,-4.8%&0.7%&-2.2%,-1.9%,-3.5%

# 7 of the compounds above, as tab-separated lines:
No.	structure	GoLoco inh red	L3MBTL1 inh	Tau ThT inhib	KDM4E inh	TRb-SRC2 inh	Tau FP inhib	RECQ1 inh	TexasRed fluor
13	O=C(CSc1nc2ccccc2n1Cc1cccc(Cl)c1)N1CCN(c2ccc(F)cc2)CC1	x	x	u	x	5.6%	-0.8%	x	10.3%
14	CCCCNc1ccc(C(=O)OCCOCCOCCOCCOCCOCCOCCOCCOCCOC)cc1	4.5%[21.6 µM]	-2.6%	x	-1.0%[25.5 µM]	-1.7%[53 µM]	x	-17.7%[25.9 µM]	-0.6%[53 µM]
15	C=C1c2cccc(O)c2C(O)=C2C(=O)[C@]3(O)C(O)=C(C(N)=O)C(=O)C(N(C)C)C3C(O)C12 (stereo partly specified)	-14.8%	x	u	8.91µM*	11.4%	-4.9%	8.91µM*	39.8µM*[quencher]
16	C[C@@H](C(=O)O)c1ccc(C(=O)c2cccs2)cc1	10.0%[21.6 µM]	x	x	-0.3%[25.5 µM]	-9.6%[53 µM]	x	-7.2%[25.9 µM]	-2.1%[53 µM]
17	CC=CC1=C(C(=O)O)N2C(=O)[C@H](NC(=O)[C@H](N)c3ccc(O)cc3)[C@@H]2SC1	-0.4%	x	22.4µM*	x	-1.8%	u	i	-2.8%
18	CN(C)CCCC1(c2ccc(F)cc2)OCc2cc(C#N)ccc21 (stereo unspecified)	2.0%&7.7%&18.1%	-4.1%	-13.1%&-1.4%&-1.1%	-4.5%&0.1%&0.3%	-1.3%&4.7%&2.1%	1.2%&-4.2%&2.6%	-12.9%&-9.3%&-0.7%	-4.8%&0.7%&-2.2%
19	COc1ccc(Cn2c(SCc3ccc(C(=O)NC4CCCC4)cc3)nc3ccncc32)cc1	x	x	-5.6%	x	-2.2%	-1.0%	x	-1.9%

# Next part:
21: OC[C@@H](O)CN1CCN(c2ccccc2)CC1
22: CN=C(NC#N)Nc1ccc(C2=NNC(=O)C[C@@H]2C)cc1
23: CCOC(N)=O
24: CCCCC(=O)O[C@@]1(C(=O)CO)C(C)CC2C3CCC4=CC(=O)C=C[C@@]4(C)[C@]3(F)C(O)C[C@]21C (stereo partly specified)
25: CCCCn1cnc2cc(NCc3ccccc3Cl)ccc21
Screen / compound no.,21,22,23,24,25
GoLoco inh red,8.6%[21.6 µM],7.6%,-0.6%,2.2%,x
L3MBTL1 inh,x,x,x,x,x
Tau ThT inhib,x,-8.3%,-6.2%,-9.1%,u
KDM4E inh,5.9%[25.5 µM],u,-0.1%,-5.8%,x
TRb-SRC2 inh,5.2%[53 µM],-1.5%,1.6%,-7.3%,-23.4%[53 µM]
Tau FP inhib,x,-6.6%,2.6%,-10.8%,5.6%
RECQ1 inh,i,i,-12.0%,i,x
TexasRed fluor,-15.9%[53 µM],-1.4%,-0.4%,-1.3%,0.0631µM*[quencher]

# Values in list order from the list:
# Tau FP inhib, compounds 21–25 → x, -6.6%, 2.6%, -10.8%, 5.6%

# Assay outcomes as filed in PubChem BioAssay.
